High-throughput results: PubChem, Milwaukee Institute for Drug Discovery
NS3h inh CB: blocks HCV NS3 helicase binding to DNA | NS3h Cy5-dT15 DNA binding, fluorescence polarization | inhibition, % at 100 µM | actives 1.6% (n = 16,000);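 active = inhibition above the average over every tested compound plus 3 SD, cut at about 40% in these data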
Cy5 interf NS3h: Cy5 fluorescence interference, HCV helicase counter-screen. Cy5-dT15 DNA with NS3h; actives lie on both sides; signal over control mean, under 1 quenches. fluorescence interference ratio at 100 µM. actives 6% (n = 16,000);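 active = compound fluorescence over control fluorescence at most 0.8, a quencher, or at least a set upper limit, an enhancer; inactive = ratio between 0.8 and the set upper limit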
Active calls of the source: *. Rows were taken by chance; any-hit rate near 7%.

| compound | NS3h inh CB | Cy5 interf NS3h |
| --- | --- | --- |
| Cc1ccccc1N1C(=O)NC(=O)/C(=C\c2cc(C)n(-c3cccnc3)c2C)C1=O | 12 | 1.1 |
| CCc1cc(C)cc(OCCn2cc(C=C3C(=O)NC(=S)NC3=O)c3ccccc32)c1 | -11 | 1 |
| CSc1ccc(S(=O)(=O)N(CC(=O)Nc2cccc(C)c2)c2ccc(C)cc2)cc1 | 22 | 0.7* |
| Cc1c(Br)c(C(F)(F)F)nn1CC(=O)Nc1cc(C(F)(F)F)ccc1Cl | 0 | 1 |
| Cc1cc(C)c(NC(=O)CN2C(=O)c3ccccc3C2=O)c(C)c1 | 11 | 1 |
| O=[N+]([O-])c1ccccc1CN1CCN(Cc2cc(Br)ccc2O)CC1 | 7 | 0.94 |
| Cc1ccc(C2(c3ccc(C)cc3)CC2C(=O)Nc2ccccc2)cc1 (stereo not drawn) | 7 | 0.88 |
| O=C(CN(c1cccc([N+](=O)[O-])c1)S(=O)(=O)c1ccccc1)NCCSc1ccc(Cl)cc1 | 24 | 0.72* |
| COC(=O)c1cc(Cl)c(C(=O)OC)c2c(C(=O)OC)cc(Cl)c(C(=O)OC)c12 | 0 | 1.1 |
| COc1ccc(C(=O)Nc2cc(Cl)ccc2Cl)cc1NC(=O)C(C)Oc1ccccc1 (stereo not drawn) | -3 | 0.91 |
| O=C(COc1ccccc1)Nc1ccc(NC(=O)COc2ccccc2)cc1 | 2 | 0.97 |
| COc1cc(OC)c(/C=C2\C(=O)NC(=O)N(c3ccc(Cl)cc3)C2=O)cc1Br | 2 | 0.94 |
| Cc1ccc(NC(=O)c2cccs2)cc1 | 2 | 1 |
| CCN1C(=O)/C(=C\c2ccc(OCCOc3cccc(OC)c3)c(OC)c2)SC1=S | 26 | 0.95 |
| NC1=NC(=O)/C(=C/c2ccc(Cl)cc2)S1 | 18 | 1.2 |
| COc1ccc(Cl)cc1C(=O)Nc1ccc(NC(=O)c2ccc(C(C)(C)C)cc2)cc1 | 1 | 0.93 |
| O=C(Nc1cc(Cl)cc(Cl)c1)c1ccc(I)cc1 | 3 | 1.1 |
| Cn1cnc2c1c(=O)n(Cc1ccc(F)cc1)c(=O)n2C | 4 | 1.1 |
| CN1C(=O)/C(=C\c2ccc(OCc3ccccc3Cl)cc2)SC1=S | -7 | 0.93 |
| Cc1ccc(C2C(C(=O)c3cccs3)=C(O)C(=O)N2c2nncs2)cc1 (stereo not drawn) | 8 | 0.9 |
| CCOc1cc(OCC)cc(C(=O)Nc2cccc(Cl)c2Cl)c1 | 15 | 0.97 |
| Cc1cc(C)nc(Sc2ccc3nnc(C(F)(F)F)n3n2)n1 | -1 | 1 |
| Cc1ccc(C(=O)CCNc2ccc(C)c(C)c2)o1 | 10 | 0.91 |
| O=C(CN(c1cccc(Br)c1)S(=O)(=O)c1ccccc1)N1CCCC1 | 2 | 1.1 |
| Cc1cc(C)c(OCC(=O)Nc2cccc3ccccc23)c(C)c1 | 12 | 1.1 |

Sorted by number of heavy atoms (falling): part of the list above.
| compound | NS3h inh CB | Cy5 interf NS3h |
| --- | --- | --- |
| COc1ccc(C(=O)Nc2cc(Cl)ccc2Cl)cc1NC(=O)C(C)Oc1ccccc1 (stereo not drawn) | -3 | 0.91 |
| CCN1C(=O)/C(=C\c2ccc(OCCOc3cccc(OC)c3)c(OC)c2)SC1=S | 26 | 0.95 |
| Cc1ccc(C2(c3ccc(C)cc3)CC2C(=O)Nc2ccccc2)cc1 (stereo not drawn) | 7 | 0.88 |

Further records.
| compound | NS3h inh CB | Cy5 interf NS3h |
| --- | --- | --- |
| COc1ccc(C2Nc3ccccc3C(=O)N2Cc2ccco2)cc1Cn1cc([N+](=O)[O-])cn1 (stereo not drawn) | -1 | 0.94 |
| COc1ccc(NC(=O)C(=O)NCc2ccc(C)cc2)cc1 | -2 | 1.1 |
| COC(=O)c1ccccc1N(Cc1ccccc1)S(=O)(=O)c1ccc(OC)cc1 | 16 | 1 |
| COc1ccc(C(=O)Nc2ccc(C)cc2C)cc1OC | 6 | 1 |
| Cc1ccccc1OCC(=O)Nc1cc(Sc2ccccc2)cc([N+](=O)[O-])c1 | 6 | 0.96 |
| CC(NC(=O)/C(CCCC#N)=N\O)c1ccccc1 (stereo not drawn) | 4 | 1.1 |
| O=C(c1ccccc1Br)N1CCN(c2c(Cl)cccc2[N+](=O)[O-])CC1 | 15 | 0.9 |
| CC(=O)COc1ccc2c(oc(=O)c3ccccc32)c1C | 30 | 1 |
| Cc1cccn2c(=O)c(/C=C3\SC(=S)N(C(C)c4ccccc4)C3=O)c(NCCCn3ccnc3)nc12 (stereo not drawn) | 36 | 0.9 |
| Cc1ccccc1C(=O)Nc1cccc(C(=O)Nc2ccccc2Cl)c1 | -6 | 1.1 |
| O=C1NC(=S)N(c2ccc(Br)cc2)C(=O)/C1=C/C=C/c1ccccc1 | 15 | 1 |
| O=C(Nc1cccc([N+](=O)[O-])c1)c1ccc(-c2ccc(Cl)cc2)o1 | 6 | 0.97 |
| COc1ccc(C2(CNC(=O)c3cccc(Cl)c3)CCCC2)cc1OC | 8 | 1.1 |
| Cc1c(OCC(=O)OC(C)C)ccc2c3c(c(=O)oc12)CCC3 | 5 | 1 |
| O=C1C(Cl)=C(Nc2ccccc2)C(=O)N1c1cccc(Cl)c1Cl | 14 | 0.94 |
| O=C(Nc1ccc(F)cc1)Nc1ccc(I)cc1 | 4 | 1 |
| CC(=O)OCCCN1C(=O)c2ccc(S(=O)(=O)c3ccc4c(c3)C(=O)N(CCCOC(C)=O)C4=O)cc2C1=O | 3 | 1 |
| O=C1c2ccc(Oc3ccc([N+](=O)[O-])cc3)cc2C(=O)N1CCO | 5 | 1 |
| COc1ccc(C2CC(=O)C3=C(C2)Nc2ccccc2NC3c2ccc(F)c(F)c2)cc1 (stereo not drawn) | 3 | 1 |
| O=C(c1ccccc1Cl)N1CCc2ccccc21 | 5 | 0.92 |
| Cc1ccc(C(=O)CCNc2ccc(C)c(Cl)c2)o1 | 10 | 1.1 |
| O=C(N/C(=C\c1ccc(-c2ccc(Cl)cc2)o1)C(=O)N1CCOCC1)c1ccccc1 | 15 | 1.1 |
| CC(=O)Nc1ccc(OC/C=C(\C)Cl)cc1 | -2 | 0.94 |
| O=C(O)c1ccc(NC(=NS(=O)(=O)c2ccc(Cl)cc2)c2ccccc2)cc1 | -2 | 0.99 |
| CCN(CC)c1ccc(NC(=O)c2ccc(OC)c([N+](=O)[O-])c2)cc1 | 14 | 0.89 |

Rewritten as labelled records: entries from further up
COC(=O)c1ccccc1N(Cc1ccccc1)S(=O)(=O)c1ccc(OC)cc1
  NS3h inh CB = 16
  Cy5 interf NS3h = 1
COc1ccc(C(=O)Nc2ccc(C)cc2C)cc1OC
  NS3h inh CB = 6
  Cy5 interf NS3h = 1
Cc1ccccc1OCC(=O)Nc1cc(Sc2ccccc2)cc([N+](=O)[O-])c1
  NS3h inh CB = 6
  Cy5 interf NS3h = 0.96

The list continues.
| compound | NS3h inh CB | Cy5 interf NS3h |
| --- | --- | --- |
| COC(=O)C1=C(C)N=C2SCCC(=O)N2C1c1ccc(C(C)(C)C)cc1 (stereo not drawn) | 14 | 0.9 |
| CCOc1cc(/C=N\n2c(C)nnc2C)ccc1O | 13 | 0.94 |
| Cc1ccc(C(=O)O)cc1N1C(=O)c2ccc(S(=O)(=O)c3ccc(C(=O)O)cc3)cc2C1=O | 4 | 1.1 |
| CC(C)COc1ccc(C(=O)Nc2ccc(Cl)cc2Cl)cc1 | -5 | 0.99 |
| CCOC(=O)c1ccc(NC(=O)CN(c2cccc(Cl)c2)S(=O)(=O)c2ccccc2)cc1 | 12 | 0.87 |
| CC(=O)Nc1ccc2oc(-c3cccc(Cl)c3)nc2c1 | -20 | 1.2* |
| COc1ccc(NC(=O)Cc2ccc(Cl)cc2)cc1OC | 8 | 1 |
| CC(=O)NCCOc1ccc2oc3ccccc3c2c1 | 0 | 1 |
| Cc1[nH]n(-c2ccccc2)c(=O)c1/C=N\NC(=O)COc1ccc(C(C)(C)C)cc1 | 5 | 0.91 |
| CCN1C(=O)/C(=C\c2cccc(OCc3cccc4ccccc34)c2)SC1=S | -1 | 1.1 |
| O=C(CCCO)c1ccc2c(c1)OCCO2 | 0 | 1 |
| COC(=O)/C(=C\C(=O)c1ccc(Cl)cc1)Nc1ccccc1 | 11 | 1 |
| Cc1ccc(NC(=O)COC(=O)c2ccnn2C)cc1 | 0 | 0.96 |
| Cc1ccc(-c2nn(-c3ccccc3)cc2C=C2C(=O)CC(C)(C)CC2=O)cc1 | 16 | 0.99 |
| CC(=O)Oc1cccc(NC(=O)c2cccc(C(=O)Nc3cccc(OC(C)=O)c3)c2)c1 | 34 | 0.81 |
| COc1ccc(C(=O)/C=C/Nc2ccc(S(=O)(=O)Nc3nc(C)cc(C)n3)cc2)c(OC)c1 | 12 | 1 |
| CC(=O)Nc1cc(-c2ccccc2Cl)[nH]n1 | -8 | 1.1 |
| CC(C)(C)NC(=O)c1nn2c(c1Br)NC(c1cccs1)CC2C(F)(F)F (stereo not drawn) | -6 | 0.82 |
| Cc1cc(C)c(OCC(=O)Nc2cccc([N+](=O)[O-])c2)c(C)c1 | 12 | 1 |
| O=S(=O)(Nc1ccc2oc(-c3ccc(I)cc3)nc2c1)c1ccccc1 | 5 | 0.98 |
| COc1ccc(-c2noc(COc3ccc(Br)cc3)n2)cc1 | 10 | 1.1 |
| Cn1c2ccccc2c2cc(C3Nc4ccccc4C(=O)N3Cc3ccco3)ccc21 (stereo not drawn) | 10 | 0.98 |
| CC(=O)Nc1ccc(Nc2nc(-c3ccc(Br)cc3)cs2)cc1 | 7 | 1.1 |
| CCn1c(C)c(C(=O)O)c2cc(OC)c3ccccc3c21 | 5 | 1.1 |
| Cc1ccc2ncnc(NCCCN3CCOCC3)c2c1 | 6 | 1.1 |

New compounds follow:
smiles | NS3h inh CB | Cy5 interf NS3h
O=C1c2[nH]nc(-c3ccccc3)c2C(c2ccc([N+](=O)[O-])cc2)N1c1ccccc1 (stereo not drawn) | 12 | 1
O=C(Nc1ccc([N+](=O)[O-])cn1)C(c1ccccc1)c1ccccc1 | 18 | 0.97
CCOC(=O)C1=C(CC)NC2=C(C(=O)CC(C)(C)C2)C1c1ccc(Cl)cc1Cl (stereo not drawn) | -3 | 0.85
COc1cccc(-n2c(/C=C/c3c(C)n(C)c4ccccc34)nc3ccccc3c2=O)c1 | -7 | 0.95
O=C(O)c1cccc(Nc2nc(-c3ccc(Br)cc3)cs2)c1 | -9 | 0.91
COC(C)(C)c1cc(-c2cccc3ccccc23)nc(N)n1 | 17 | 1
COc1ccc(/C=c2/sc3nc(-c4ccc(C(C)(C)C)cc4)nn3c2=O)cc1 | 7 | 0.98
O=C(O)CSCc1cccc([N+](=O)[O-])c1 | 5 | 0.7*
c1ccc(-c2noc(C(c3ccccc3)c3ccccc3)n2)cc1 | 7 | 0.99
CCOC(=O)CP(=O)(c1ccccc1)c1ccccc1 | -4 | 1
Cc1ccc(C(=O)N2CCN(c3ccc(Cl)cc3[N+](=O)[O-])CC2)cc1 | 13 | 1
Cc1cc([N+](=O)[O-])ccc1-c1ccc(C(=O)Nc2ccc(Cl)cc2)o1 | -4 | 1
Cn1c2c(c(=O)[nH]c1=O)C(c1ccc(OCc3ccccc3)cc1)C1=C(N2)c2ccccc2C1=O (stereo not drawn) | 7 | 0.97
CC(C)CCNC(=O)C(=O)NCC1CCCO1 (stereo not drawn) | 7 | 1.1
COc1ccc(N(CC(=O)NCCc2ccccc2)S(C)(=O)=O)cc1 | 2 | 1.1

Going on with the list.
smiles | NS3h inh CB | Cy5 interf NS3h
COc1cccc(/C=C2/C(=O)ON=C2c2ccccc2)c1OC | 3 | 0.83
CCN1C(=O)/C(=C2\SC(=S)N(Cc3ccco3)C2=O)c2ccccc21 | 7 | 1
CCNC(=O)CC1S/C(=N/N=C(/C)c2ccccc2)NC1=O (stereo not drawn) | 6 | 1.2
COc1cc(NC(=O)c2cccc(Br)c2)ccc1NC(=O)c1cc2ccccc2o1 | 12 | 1.1
O=C(CN(c1cccc([N+](=O)[O-])c1)S(=O)(=O)c1ccccc1)N1CCN(c2ccccc2)CC1 | 14 | 1
COc1cc(C2Nc3ccccc3C(=O)N2Cc2ccco2)cc(OC)c1OC (stereo not drawn) | 5 | 0.96

Record cards (already shown). Order of values: NS3h inh CB, Cy5 interf NS3h
`COc1cccc(/C=C2/C(=O)ON=C2c2ccccc2)c1OC` as listed: 3, 0.83
`CCNC(=O)CC1S/C(=N/N=C(/C)c2ccccc2)NC1=O` (stereo not drawn) as listed: 6, 1.2
`O=C(CN(c1cccc([N+](=O)[O-])c1)S(=O)(=O)c1ccccc1)N1CCN(c2ccccc2)CC1` as listed: 14, 1
`COc1cc(C2Nc3ccccc3C(=O)N2Cc2ccco2)cc(OC)c1OC` (stereo not drawn) as listed: 5, 0.96
`COc1cc(NC(=O)c2cccc(Br)c2)ccc1NC(=O)c1cc2ccccc2o1` as listed: 12, 1.1
